uPA surface inh = inhibitors of cell surface uPA generation; AID 540303; Potency, µM (doses to about 38.3 µM), for inactives: top-dose activity change, negative = inhibition, most hits filed as inhibitors; hit rate 0.31% among 330,000; cell surface uPA generation assay, qHTS; active = well fitted inhibition curve with a large enough effect; inconclusive = small, poorly fitted or top-dose-only effect; inactive = no such curve, though single readings can be large or run the other way; tested in mouse RAW 264.7 cells; note: potency is the fitted concentration of half-maximal effect; % is set by controls: 0 for no effect and ±100 for the full control effect; nearly all actives have a fitted effect of over 55% in size
Tb PFK inh = inhibitors of T. brucei phosphofructokinase | Potency, µM (doses to about 57.5 µM), inactives show top-dose activity, negative = inhibition, hits mostly inhibitors | AID 485367 | T. brucei PFK, ADP-Glo luminescence | hit rate 0.17% among 330,000;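 note: potency is the fitted concentration of half-maximal effect; 0% = uninhibited 1x PFK enzyme wells and -100% = no-enzyme wells; nearly all actives have a fitted effect of over 60% in size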
Target sequence (O15648 whole entry, looked up): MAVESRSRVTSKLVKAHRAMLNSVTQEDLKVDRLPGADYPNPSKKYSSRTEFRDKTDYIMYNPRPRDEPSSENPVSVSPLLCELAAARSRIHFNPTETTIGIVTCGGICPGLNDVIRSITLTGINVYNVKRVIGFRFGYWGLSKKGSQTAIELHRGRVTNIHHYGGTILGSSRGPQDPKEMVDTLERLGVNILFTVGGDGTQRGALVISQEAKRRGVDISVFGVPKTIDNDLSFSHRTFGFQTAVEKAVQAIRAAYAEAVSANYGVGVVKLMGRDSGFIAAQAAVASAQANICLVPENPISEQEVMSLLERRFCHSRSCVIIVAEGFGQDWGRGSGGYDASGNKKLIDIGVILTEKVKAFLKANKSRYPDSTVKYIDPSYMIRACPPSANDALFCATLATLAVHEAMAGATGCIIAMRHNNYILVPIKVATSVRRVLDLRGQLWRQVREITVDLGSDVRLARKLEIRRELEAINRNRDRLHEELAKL
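In TEA buffer at pH 8.0 with 5 mM MgCl2, enzyme (1.25 nM) converted F6P (0.5 mM) and ATP (0.1 mM) for 45 min at room temperature. ADP product was read by luciferase luminescence.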
FLuc modulator = inhibits or activates purified firefly luciferase, miR-21 counter-screen. Potency, µM (top dose mostly 57.5 µM), for the others: at the top dose activity change, negative = inhibition, most hits filed as inhibitors. purified FLuc, Km substrates, luminescence inhibition. hit rate 6.9% among 360,000. AID 588342;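 note: potency is the fitted concentration of half-maximal effect; plate controls were vehicle for no effect and reference inhibitor for full effect; nearly all actives have a fitted effect of over 55% in size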
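Purified P. pyralis luciferase, 10 nM final, with Km-level 10 uM D-luciferin and 10 uM ATP in 50 mM Tris acetate pH 7.5, 10 mM Mg acetate, 0.01% Tween-20, 0.05% BSA; 6-point qHTS titration about 60 µM downward; luminescence read.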
Giardia killer = kills Giardia lamblia | activity change, % at 7.66 µM, hits read low | Giardia lamblia trophozoite viability | hit rate 0.15% among 340,000; in the data active = activity change below about -80%; inconclusive = between about -30% and that limit;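 note: parasites exposed to compound for two days anaerobically before the ATP read; % is set by controls: 0 for no effect and ±100 for the full control effect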
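Killing of trophozoites was scored by loss of ATP luminescence after a 48 hrs anaerobic exposure to compounds at 37 deg C, using 100 cells per well.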
RORg inh = ROR gamma (mouse) transcription inhibition. P51450. Potency, µM (highest dose often 53.6 µM), without a hit: at the highest dose activity change, negative = inhibition, actives largely listed as inhibitors. hit rate 5.4% among 310,000. Drosophila S2 Gal4-RORgamma UAS-luciferase reporter, 20 h; note: potency is the fitted concentration of half-maximal effect; % is set by controls: 0 for no effect and ±100 for the full control effect; nearly all actives have a fitted effect of over 60% in size
Target sequence (P51450 whole entry, looked up, the tested form may be a part): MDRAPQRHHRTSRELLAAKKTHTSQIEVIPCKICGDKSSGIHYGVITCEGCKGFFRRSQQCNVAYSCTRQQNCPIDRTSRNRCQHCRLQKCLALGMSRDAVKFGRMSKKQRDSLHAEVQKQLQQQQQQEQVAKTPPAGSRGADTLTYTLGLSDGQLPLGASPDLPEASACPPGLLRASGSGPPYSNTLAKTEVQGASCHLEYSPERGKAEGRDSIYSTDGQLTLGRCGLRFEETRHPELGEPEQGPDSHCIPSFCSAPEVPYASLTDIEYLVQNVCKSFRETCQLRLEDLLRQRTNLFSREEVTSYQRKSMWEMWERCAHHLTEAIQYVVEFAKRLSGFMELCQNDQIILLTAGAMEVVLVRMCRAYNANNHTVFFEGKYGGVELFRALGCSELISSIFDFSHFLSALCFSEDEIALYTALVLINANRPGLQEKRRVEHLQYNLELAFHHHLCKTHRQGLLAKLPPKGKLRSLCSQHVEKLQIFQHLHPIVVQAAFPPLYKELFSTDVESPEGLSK
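Using a luciferase readout, inhibitors were identified by reduced reporter activity in Drosophila cells coexpressing a copper-inducible Gal4–ROR gamma fusion and UAS-driven Photinus luciferase, incubated 20 hr after 700 uM copper sulfate.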
NPC1 promoter act = activators of NPC1 promoter. hit rate 2.4% among 320,000. Potency, µM (titrated, usually from 9.22 µM), for the others: at the highest dose activation, actives largely listed as activators. Huh7 NPC1 promoter luciferase reporter, 24 h;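 note: potency is the fitted concentration of half-maximal effect; % of control where 0% means no effect; nearly all actives have a fitted effect of over 60% in size; reporter is driven by a mutant NPC1 promoter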
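Quantitative HTS used a cell-based reporter: Huh7 cells stably bearing the NPC1 promoter upstream of luciferase were treated with compounds for 24 h, and promoter activation was read as luminescence.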
Gal4-VP16 FLuc = Gal4-VP16 reporter inhibition counter-screen | Potency, µM (top dose mostly 53.6 µM), for inactives: at the top dose activity, negative = inhibition, hits mostly inhibitors | AID 2546 | hit rate 3.5% among 310,000 | Drosophila S2 Gal4-VP16 UAS-luciferase, luminescence, 20 h;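 note: Gal4-VP16 expression switched on by copper sulfate through the metallothionein promoter; potency is the fitted concentration of half-maximal effect; % is set by controls: 0 for no effect and ±100 for the full control effect; nearly all actives have a fitted effect of over 50% in size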
Rab9 promoter act = activators of Rab9 promoter; Huh7 Rab9 promoter-luciferase reporter, luminescence, 24 h; Potency, µM (highest dose often 9.22 µM), for the others: at the top dose activation, negative = inhibition, most hits filed as activators; hit rate 2.8% among 320,000; note: potency is the fitted concentration of half-maximal effect; % of control where 0% means no effect; nearly all actives have a fitted effect of over 60% in size
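Huh7 cells stably carrying a Rab9 promoter-luciferase reporter, 1500 cells per well in OP-MEM I with 10% FBS, treated with compound 24 hours at 37C. Luciferase activity read by luminescence after 10 minutes with Amplite reagent.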
KCNH2 3.1 inh = blocks the human KCNH2 3.1 channel isoform; activity change, % (tested at about 1.8 µM); U2OS KCNH2 3.1, thallium flux FluxOr; hits give low values; hit rate 0.95% among 340,000;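 active = maximum activity change below -70%; inconclusive = maximum activity change from -70% to -50%; inactive = maximum activity change above -50%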;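 note: thallium influx rate constant from kinetic fluorescence after stimulation buffer; % is set by controls: 0 for no effect and ±100 for the full control effect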
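Virally transduced U2OS (3.1 isoform, 4 h infection in dark at RT) → overnight 37 C → FluxOr + Red40 in HBSS/HEPES, 45 min → stimulation buffer, 2 min kinetic read → rate constant vs DMSO controls.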
Coupling enz = inhibits coupling enzyme system, counter-screen for aldolase hits. coupling enzyme system counterscreen, AmpLite Red fluorescence. activity change, negative = inhibition, % at 58.2 µM, hits read low. AID 2472. hit rate 0.67% among 290,000; in the data active = activity change below about -30%; note: % is set by controls: 0 for no effect and ±100 for the full control effect
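Counterscreen of the coupled detection system alone, without aldolase: glyceraldehyde-3-phosphate coupling enzymes plus AmpLite Red readout. Compounds at 57.5 uM final, 10 min RT preincubation, 20 min RT reaction, fluorescence 525/598 nm.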
ELG1 genotoxic = genotoxicity induction in ELG1-luciferase HEK293T cells | hit rate 1.3% among 330,000 | Potency, µM (series often up to 46 µM), inactives show top-dose activity change, positive = activation, actives largely listed as activators | HEK293T ELG1-luciferase reporter, luminescence, 16 h; note: potency is the fitted concentration of half-maximal effect; % of control where 0% means no effect; nearly all actives have a fitted effect of over 60% in size
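Genotoxic stress is detected as increased luminescence from luciferase-tagged ELG1 in HEK293T cells, measured with ONE-Glo after a 16 hr treatment at 37 °C.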
An asterisk follows results filed as active; ? = inconclusive; / = not tested or not shown; [ ] = remark or other dose. Unless noted, calls come from the whole dose curve; as a rule, active = well fitted curve in the direction sought with a large enough effect; inconclusive = small, poorly fitted or top-dose-only effect, or another doubt; inactive = no such curve, though single readings can be large; an effect the other way counts as inactive or inconclusive. Compounds were not picked by outcome (roughly 14% active in at least one column).

SMILES | uPA surface inh | Tb PFK inh | FLuc modulator | Giardia killer | RORg inh | NPC1 promoter act | Gal4-VP16 FLuc | Rab9 promoter act | KCNH2 3.1 inh | Coupling enz | ELG1 genotoxic
CSc1cccc(NC(=O)C2CCCN2S(=O)(=O)c2ccc3c(c2)CCC(=O)N3)c1 (centres undefined) | 7% | 4% | -12% | 24 | -25% | -1% | 1% | -4% | -9 | 0 | ?
CCCCNC(=O)Nc1ccccn1 | -10% | 4% | -2% | ? | 15% | 0% | 0% | -1% | 7 | 4 | 0%
Cc1nc2ccccc2c(=O)n1NC(=O)c1cccnc1Cl | -1% | 1% | -4% | -2 | -4% | -1% | -8% | 0% | 3 | -1 | 0%
CCN(CC)CCCNC(=O)c1cn(CC)c2cc(N3CCN(C(=O)c4ccco4)CC3)c(F)cc2c1=O | 2% | 1% | 6% | 0 | -9% | -4% | 1% | 3% | 13 | -6 | 4%
C=CC[C@@H](CC(=O)N[C@@H](CO)Cc1ccccc1)C(=O)NC[C@@H](OC(=O)[C@@H](CC=C)CC(=O)OC(C)(C)C)c1ccccc1 | 5% | 3% | / | 25 | / | / | / | / | 21 | / | 0%
Cc1nnc2c3ccccc3c(Cl)nn12 | -7% | -2% | 0% | -5 | -33% | -9% | -11% | 0% | 7 | 0 | ?
O=C(O)CCc1ccc(-c2ccc(F)cc2)n1CCC(=O)O | 8% | 0% | 1% | 8 | ? | -4% | 9% | 2% | 22 | 1 | 1%
Cc1ccc2c(c1)N(C(C)C(=O)NCc1ccc3c(c1)OCO3)C(=O)CO2 (centres undefined) | -3% | -12% | -6% | -12 | -5% | -3% | -1% | -3% | 2 | 0 | 0%
CC1CCN(C(=O)CN(c2cccc(F)c2)S(C)(=O)=O)CC1 | 1% | -2% | 3% | -3 | 34% | 0% | -15% | 10% | -1 | 2 | 0%
CCC(C(=O)OCC(=O)Nc1cc(C)ccc1OC)c1ccccc1 (centres undefined) | 0% | -4% | ? | 3 | 12% | 1% | 5% | 2% | 11 | -3 | -4%
Fc1cccc(/C=N/Nc2nncc3ccccc23)c1 | ? | -4% | 0.6µM* | ? | 1.3µM* | 0.32µM* | 10µM* | ? | -2 | 2 | 0.73µM*
CCC(=O)c1ccc(OCC(=O)OC(C)C(=O)NCc2ccc3c(c2)OCO3)cc1 (centres undefined) | -3% | 0% | -4% | 1 | / | -3% | / | -2% | 14 | / | 2%
CCCNC(=S)N1CCN(Cc2ccc3c(c2)OCO3)CC1 | -1% | -4% | 1% | -18 | -9% | -3% | 0% | -4% | 1 | 2 | -2%
Cc1cc(C)nc(-n2nc(C)c3c(C)c(C)c(C)nc32)n1 | / | 0% | 1% | / | 10µM* | 1% | -6% | 12% | / | 2 | 0%
CC(=O)c1cccc(NC(=S)NC(=O)c2ccc(C)cc2)c1 | -5% | 3% | 11µM* | -7 | 10µM* | 3.2µM* | 13µM* | 1.4µM* | 3 | 1 | ?
COc1ccccc1N1CCN(C(=O)/C=C/c2ccco2)CC1 | -2% | -6% | ? | -8 | 7% | 4% | ? | 18% | 7 | -6 | 12%
COc1ccc(CCNC(=O)COC(=O)COc2c(C)cc(C)cc2C)cc1OC | -5% | -2% | 1% | -4 | / | -4% | / | -1% | 15 | 1 | 3%
O=c1c2c3c(sc2n2cnnc2n1C1CCCCC1)CCC3 | / | 0% | 4% | / | -1% | -3% | 0% | -9% | / | 4 | -1%
CN(CC(=O)Nc1cccc(F)c1)C(=O)C1CC(=O)N(Cc2ccco2)C1 (centres undefined) | 0% | -3% | 10% | 6 | / | -4% | / | -3% | -19 | / | -10%
CC(=O)N1c2ccc(S(=O)(=O)N(C)CC(=O)N3CCCC3)cc2CC1C (centres undefined) | -4% | 6% | -1% | -14 | -21% | -5% | 13% | 1% | -5 | / | 1%
CC(=O)Nc1cc(C(=O)O)ccc1S(=O)(=O)c1ccc(Cl)cc1 | / | 0% | -6% | 0 | 0% | 1% | 1% | 0% | -4 | -11 | 2%
COc1ccc(CNCc2cc(C)c(OC)cc2C)c(OC)c1 | -24% | 1% | -4% | 5 | -13% | -4% | 0% | -7% | ? | -2 | -8%
O=C(NCCCN1CCCC1=O)c1cccc(NS(=O)(=O)c2ccccc2)c1 | 8% | -11% | -1% | 22 | / | -2% | / | -2% | 17 | / | -5%
CCOC(=O)c1sc(NC(=O)c2ccccc2OC)nc1C | -5% | -4% | 0.43µM* | -8 | 9% | 1% | 1% | 28% | 2 | 1 | 1.8µM*
O=C(COc1ccc(Cl)cc1Cl)OCn1nnc2ccccc2c1=O | 0% | 7% | -16% | 2 | 32% | 1% | 12% | 0% | -7 | 1 | 8%

The list continues.
SMILES | uPA surface inh | Tb PFK inh | FLuc modulator | Giardia killer | RORg inh | NPC1 promoter act | Gal4-VP16 FLuc | Rab9 promoter act | KCNH2 3.1 inh | Coupling enz | ELG1 genotoxic
CCn1cc(C(C)NC(=O)COc2ccc(Cl)cc2C)c(C)n1 (centres undefined) | / | -5% | 2% | -3 | -1% | 0% | -12% | -6% | -8 | 3 | ?
COc1cccc(OC)c1C(=O)Nc1c(C)n(C)n(-c2ccccc2)c1=O | 6% | 0% | 2% | 6 | 0% | 3% | -7% | -11% | 14 | 1 | 0%
COc1ccc(CCNC(=O)Cn2nnc(-c3ccc(OC)c(OC)c3)n2)cc1OC | -3% | 2% | -6% | -10 | 0% | -3% | 0% | -3% | -1 | 0 | -3%
CCCCC(=O)N1CCN(c2nc3ccc(Br)cc3s2)CC1 | -1% | 4% | ? | -6 | ? | 24% | -14% | -4% | -5 | / | 6%
CCOc1ccc(-n2ccnc(SCC(=O)NCCc3ccccc3)c2=O)cc1 | 0% | -3% | -20% | -5 | / | 7% | / | -4% | -1 | / | -2%
O=c1[nH]c(/C=C\c2ccccc2F)nc(O)c1[N+](=O)[O-] | 7% | 0% | ? | 0 | -10% | -1% | 1% | 0% | 11 | 4 | 0%
O=C(OCc1ccccc1)/C(=C/c1ccc(Cl)cc1)NC(=O)c1ccccc1Cl | -8% | -2% | 1% | -13 | -43% | -4% | ? | 1% | 0 | -11 | 1%
Cc1cc(C)n(CC(=O)Nc2ccc(N3CCOCC3)c(Cl)c2)c(=O)c1C#N | 1% | -3% | 1% | 12 | -21% | -5% | -19% | 1% | 1 | 2 | -5%
O=C(CN1CCN(Cc2ccc(F)cc2)C1=O)NCc1cccs1 | 8% | -8% | 6% | -13 | 35% | 2% | 9% | -12% | 13 | 6 | 1%
CC[C@]12c3[nH]c4cc(-c5ccco5)ccc4c3CCN1C(=O)[C@@H](CC(=O)NC(C)(C)C)C[C@@H]2C(=O)N1CCN(C(=O)C2CC2)CC1 | 6% | 1% | / | -18 | / | / | / | / | 15 | / | -1%
COc1ccc(/C=C/C(=O)N2CCN(c3ccccn3)CC2)c(OC)c1OC | 6% | 6% | -15% | -15 | -1% | -5% | 4% | 0%[1.84 µM] | -12 | 0 | -7%
O=C1c2ccccc2C(O)N1Cc1ccco1 (centres undefined) | -3% | -5% | 4% | ? | 63% | -3% | 2% | -3% | 15 | 1 | 1%
CCC(C)(c1nnnn1-c1c(C)cccc1C)N(N=O)c1ccccc1Cl (centres undefined) | -2% | 5% | 0% | 6 | 37% | -6% | ? | -1% | 2 | 0 | -3%
O=C(N/N=C/c1cccc(F)c1)c1c(O)c2ccccc2[nH]c1=O | 11% | 4% | 4% | 13 | ? | ? | -1% | ? | -1 | 1 | ?
O=C(COCC(=O)N/N=C/c1ccc(F)cc1)N/N=C/c1ccc(F)cc1 | -2% | -5% | 8.5µM* | -10 | 19% | 0% | 17% | 2% | -23 | -2 | 4%
COC(=O)c1oc2ccc(Cl)cc2c1N | -2% | -1% | 2%[2.3 µM] | -8 | -8% | 16% | 8% | 21% | 3 | -1 | 11%
S=C(Nc1ccc2cn[nH]c2c1)Nc1ccccc1Cl | 2% | -1% | -17% | 4 | -2% | 18% | -14% | 25% | 9 | -47* | 8%
CC(C)c1ccc(NC(=O)C2CC(=O)N(C(C)C)C2)cc1 (centres undefined) | -2% | 5% | -3% | -2 | 8% | 3% | 18% | -3% | 4 | 1 | 10%
Cc1cccc(NC(=O)CCS(=O)(=O)c2ccc(Br)cc2)c1 | 3% | -1% | 0% | 6 | 6% | 2% | 8% | -7% | ? | -12 | -1%
Cc1cc(C)nc(N(C#N)CN2C(=O)c3ccccc3C2=O)n1 | / | -1% | -5% | -7 | -19%[10 µM] | 21% | -9% | 13% | 7 | -2 | 9%
CN(CC(=O)Nc1cccc([N+](=O)[O-])c1)S(=O)(=O)c1ccccc1 | -19% | -1% | 2% | 3 | 20% | 0% | -6% | -7% | -15 | 0 | -2%
Cc1ccc(S(=O)(=O)NCCOc2nc(N(C)C)nc(N(C)C)n2)cc1 | 7% | 1% | 1% | -10 | 25% | 1% | 2% | -1% | 6 | 2 | -3%

Screens (PubChem)
